NFkB transloc pot – enhancers of NFkB p65 translocation in HUVEC – imaging, IL-1B stimulus, high-content imaging, primary screen; activation, % at 2 µM; 94,000 tested, 0.3% active; HUVEC IL-1B NFkB p65 nuclear translocation imaging; AID 819, 2007;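 active = activation above 40%, about the mean plus 3 SD, also judged a hit on visual image review; inconclusive = activation above 40% but not a hit on visual review; inactive = activation not above 40% and no visual hit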;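 also: percent activation is computed from the nuclear over cytoplasmic p65 intensity ratio; values of inactives mirror those of a sister screen read the other way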
Bcl-B TR3 displacers – displacers of TR3 peptide from Bcl-B, primary screen, selectivity assay for Bfl-1 inhibitor project, biochemical, fluorescence polarization | Bcl-2-like protein 10 (Homo sapiens) | FP displacement of FITC-TR3 peptide from Bcl-B; higher % means a stronger effect | displacement, % at 20 µM; hits with a dose series show IC50 in µM | 96,000 tested, 0.11% active;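 active = displacement above 50% at 20 µM plus a fluorescence interference ratio under 1.5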;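 also: plate controls were wells without compound for no effect and wells lacking Bcl-B protein for full effect; a part of the inactive calls stands beside numbers as strong as those of hits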
MRP resist rev – reversal of MRP1-mediated doxorubicin resistance, primary screen, H69AR cells, doxorubicin co-treatment. H69AR cells + 2 uM doxorubicin, CellTiter-Glo, 72 h. differential viability (reversal), % at 10 µM. 85,000 tested, 0.04% active;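 active = viability drop by adding the cancer drug above about 55%, with treated viability meeting a 40% cutoff, limit read from the data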;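 also: viability without doxorubicin minus viability with 2 µM doxorubicin for each compound; larger differential means the compound sensitizes cells more to doxorubicin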
PLAP inhibitors HTS – PLAP enzyme inhibitors, biochemical, luminescence, HTS (AID 690); purified PLAP, luminescent substrate; higher % means a stronger effect; one-dose inhibition, % at 20 µM; IC50 in µM for titrated hits; 96,000 tested, 0.08% active; in the data active = a potency from the dose series; inactive = the rest, 99 in 100 with inhibition below about 30%; also: strong numbers were not always called active
NFkB transloc inh – inhibitors of IL-1B driven NFkB p65 nuclear import, primary screen, imaging, HUVEC, IL-1B stimulus, high-content imaging. HUVEC IL-1B NFkB p65 nuclear translocation imaging. inhibition, % at 2 µM. 94,000 tested, 0.43% active;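 active = inhibition above about 30% together with a positive call from visual inspection of the well image, limit read from the data; inconclusive = inhibition above a set limit but visual check negative; inactive = inhibition not above a set limit, visual check negative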;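 also: nuclear over cytoplasmic p65 intensity ratio measured by imaging; 0% = IL-1B stimulated DMSO wells and 100% = unstimulated DMSO wells; values of inactives mirror those of a sister screen read the other way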
MRP resist rev cytotoxicity – further read-out of MRP resist rev, marked with its call; viability, %; H69AR cells, CellTiter-Glo, 72 h; measured here: cytotoxicity without doxorubicin
MRP resist rev with doxorubicin – also measured in MRP resist rev; calls as there; viability, %; measured here: viability with 2 uM doxorubicin; hits give low values
NFkB transloc inh cell count 2 µM – recorded beside NFkB transloc inh, whose call it bears; cell count; measured here: cells passing quality filter;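 raw number of nuclei counted in each imaged well without normalization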
NFkB transloc pot cell count 2 µM – second read-out of NFkB transloc pot, no call of its own (marks repeat the call); cell count; measured here: cells passing quality filter
* = called active by the depositor; ? = inconclusive; . = no result given.

SMILES	NFkB transloc pot	NFkB transloc pot cell count 2 µM	Bcl-B TR3 displacers	MRP resist rev	MRP resist rev cytotoxicity	MRP resist rev with doxorubicin	PLAP inhibitors HTS	NFkB transloc inh	NFkB transloc inh cell count 2 µM
COc1ccc(C(=O)Nn2c(SCC(=O)NCc3ccco3)nc3ccccc3c2=O)cc1	.	.	-4%	-6	74	80	-1%	.	.
N#CCSc1nc(-c2ccccc2)cs1	-12	98	-2%	-10	92	103	18%	12	98
Cc1nn(CC(=O)NCc2ccccc2Cl)c(C)c1[N+](=O)[O-]	-9	154	3%	.	.	.	2%	9	154
CCOc1ccc(C2C(C(=O)NC)=C(C)Nc3nc4ccccc4n32)cc1OC (stereo unspecified)	-3	65	.	.	.	.	.	3	65
CCc1ccc(N=C2N=C(N)c3ccccc32)cc1	12	161	-5%	-25	50	74	-25%	-12	161
Cc1noc(C)c1C(=O)NCCCN1CCCC1=O	6	175	-6%	3	101	98	7%	-6	175
CCN(Cc1cc2cc(OC)ccc2[nH]c1=O)C(=O)c1ccncc1	5	187	-12%	2	88	87	13%	-5	187
C=CCC(C(=O)OC)(C(=O)OC)c1ccc([N+](=O)[O-])cn1	2	147	2%	.	.	.	6%	-2	147
O=C(Nc1cccc(Cl)c1)N(Cc1nc2ccccc2c(=O)[nH]1)C1CCCC1	16	199	-8%	-7	81	88	-27%	-16	199
COc1ccc(-c2nn(-c3ccccc3)cc2C(=O)O)cc1	-12	36	-3%	-2	82	85	-4%	12	36
O=C(NCS(=O)(=O)c1ccccc1)c1ccccc1	22	133	4%	12	98	86	-7%	-22	133
CC(CCc1ccccc1)NC(=O)c1nnc(Cc2ccc(Cl)cc2)o1 (stereo unspecified)	22	79	5%	-10	90	101	6%	-22	79
O=C(c1cccc(F)c1)N1CCc2ccccc2C1	6	187	1%	-5	98	103	8%	-6	187
Cc1cc(=O)oc2cc(OCC(=O)NCc3ccco3)ccc12	1	168	.	-1	96	97	.	-1	168
CCOC(=O)CSc1nc2sc3c(c2c(=O)n1C1CCCCC1)CCN(C)C3	-8	187	.	-2	87	89	.	8	187
O=c1[nH]c2c(s1)C(c1ccccc1)C1C3CCC(C3)C1S2 (stereo unspecified)	-11	139	-9%	15	87	72	8%	11	139
CCOC(=O)c1sc(N)nc1C(C)(C)C	7	149	3%	.	.	.	0%	-7	149
Cc1nc(NCCc2ccccc2)c2oc3ccccc3c2n1	-4	176	-5%	-11	69	81	-77%	4	176
CC(Nc1ncnc2nc[nH]c12)c1ccccc1 (stereo unspecified)	.	.	0%	.	.	.	-57%	.	.
Cc1ccc2c(C(=O)CN3CCSCC3)c(C)[nH]c2c1	2	141	-6%	19	100	81	8%	-2	141
Cc1onc(-c2ccccc2Cl)c1C(=O)N1CCCCC1C(=O)O (stereo unspecified)	9	68	-19%	13	96	83	-4%	-8	68
COC(=O)c1ccccc1NC(=O)CN(C)S(=O)(=O)c1ccc(OC)cc1	0	86	-1%	6	88	82	14%	0	86
CCCC(=O)Nc1cccc2c1CCCC2	-17	142	14%	-5	91	96	10%	17	142
O=C(CN1C(=O)c2cccc3cccc1c23)N1CCN(Cc2ccc3c(c2)OCO3)CC1	-10	76	.	.	.	.	.	10	76
O=C(NN1c2ccccc2CCc2ccccc21)c1ccccc1Br	0	92	-7%	.	.	.	13%	0	92

In the list so far, 3 contain a furan ring, fused or not.
SMILES	NFkB transloc pot	NFkB transloc pot cell count 2 µM	Bcl-B TR3 displacers	MRP resist rev	MRP resist rev cytotoxicity	MRP resist rev with doxorubicin	PLAP inhibitors HTS	NFkB transloc inh	NFkB transloc inh cell count 2 µM
COc1ccc(C(=O)Nn2c(SCC(=O)NCc3ccco3)nc3ccccc3c2=O)cc1	.	.	-4%	-6	74	80	-1%	.	.
Cc1cc(=O)oc2cc(OCC(=O)NCc3ccco3)ccc12	1	168	.	-1	96	97	.	-1	168
Cc1nc(NCCc2ccccc2)c2oc3ccccc3c2n1	-4	176	-5%	-11	69	81	-77%	4	176

Returning to the listing with the four entries that preceded the break.
SMILES	NFkB transloc pot	NFkB transloc pot cell count 2 µM	Bcl-B TR3 displacers	MRP resist rev	MRP resist rev cytotoxicity	MRP resist rev with doxorubicin	PLAP inhibitors HTS	NFkB transloc inh	NFkB transloc inh cell count 2 µM
COC(=O)c1ccccc1NC(=O)CN(C)S(=O)(=O)c1ccc(OC)cc1	0	86	-1%	6	88	82	14%	0	86
CCCC(=O)Nc1cccc2c1CCCC2	-17	142	14%	-5	91	96	10%	17	142
O=C(CN1C(=O)c2cccc3cccc1c23)N1CCN(Cc2ccc3c(c2)OCO3)CC1	-10	76	.	.	.	.	.	10	76
O=C(NN1c2ccccc2CCc2ccccc21)c1ccccc1Br	0	92	-7%	.	.	.	13%	0	92
CCOC(=O)N1CCC(N2C(=O)c3ccccc3C2Nc2ccc3c(c2)OCCO3)CC1 (stereo unspecified)	0	185	16%	8	84	76	-60%	0	185
CCOC(=O)Nc1ccc(S(=O)(=O)Nc2cc(C)nc(C)n2)cc1	15	171	-2%	5	90	84	-7%	-15	171
Cc1ccc(-c2c(C#N)c(N)nc3c2CCCCCC3)o1	.	.	-5%	-6	80	86	23%	.	.
O=C(C1CCN(Cc2ccc(F)cc2)CC1)N(CCO)Cc1ccccc1	18	186	-3%	8	95	87	-53%	-18	186
O=C(NC1CC1)C1CCN(c2ccc(S(=O)(=O)N3CCOCC3)cc2Cl)CC1	-4	154	3%	4	82	78	-10%	4	154
Cc1ccc(S(=O)(=O)N2CCN(C(=O)c3cc(=O)[nH]c4ccccc34)CC2)c(C)c1	20	153	-6%	-33	39	72	-25%	-20	153
COc1ccc(NC(=O)CNCCC2=CCCCC2)cc1	28	121	-2%	4	88	84	-6%	-28	121
CC1(C)Cc2c(c(=S)nc(-c3ccccc3)n2CCOCCO)CO1	.	.	3%	-8	87	94	-2%	.	.
CSc1ccc(Cl)c(C(=O)NCc2ccco2)c1	3	177	-5%	0	101	102	-3%	-3	177
CCC(=O)n1nc(-c2cccnc2)nc1NCc1ccc(OC)cc1	0	165	-13%	3	102	99	0%	0	165
N#Cc1nc(Cc2cccc3ccccc23)oc1NCCN1CCCCC1	2	146	6%	.	.	.	-57%	-2	146
O=C1CC(c2ccccc2)c2ccc(O)cc2O1 (stereo unspecified)	-7	132	-1%	11	91	80	17%	7	132
O=C(c1ccc2c(=O)n(Cc3ccc4c(c3)OCO4)c(=S)[nH]c2c1)N1CCCCC1	-8	108	2%	-3	35	37	5%	8	108
O=C(CCC(=O)N(CC(=O)NC1CCCCC1)Cc1ccco1)Nc1nccs1	-4	95	-2%	5	100	95	-9%	4	95
O=C(NC(=S)Nc1nc(-c2ccc(Br)cc2)cs1)c1cccnc1	8	154	-4%	.	.	.	-1%	-8	154
COc1ccc(CSc2nnc(SCc3ccc([N+](=O)[O-])cc3)s2)cc1	-1	146	2%	.	.	.	7%	0	161
CCOC(=O)c1ccc(NC(=O)CN(c2ccc(C)cc2)S(=O)(=O)c2c(C)n[nH]c2C)cc1	24	190	10%	-22	46	67	-6%	-24	190
COc1ccccc1Nc1nc(N)nc(CN(C)C2CCCCC2)n1	13	141	2%	6	87	82	-28%	-13	141
COc1ccc(OC)c(/C=N/NC(=O)c2cc[n+](CC(=O)c3ccccc3)cc2)c1	4	141	16%	-25	60	85	-12%	-4	141
O=c1c2ccccc2nc2n1C(CSc1ccc(F)cc1)CN2 (stereo unspecified)	7	178	0%	.	.	.	-28%	-7	178
CC1(C)CC(=O)C2(CC3=C(CC(C)(C)CC3=O)O2)C(=O)C1	6	203	0%	8	96	88	-18%	-6	203
O=C(NCc1ccco1)C(c1ccccc1)N(C(=O)Cc1cccs1)c1ccccc1F (stereo unspecified)	5	177	2%	7	90	83	4%	-5	177
Cc1cc(NC(=O)c2ccc3c(c2)C(=O)N(C)C3=O)no1	3	130	5%	-2	91	93	3%	-3	130
O=C(CCc1nc2ccccc2c(=O)[nH]1)OCC(=O)N1CCN(S(=O)(=O)c2ccccc2)CC1	3	50	-1%	-3	95	98	9%	-3	50
Cc1ccccc1C(=O)Nc1cccc(NC(=O)Cn2cnc3c(=O)n(C)c(=O)n(C)c32)c1	5	155	-6%	-23	61	84	-4%	-5	155
SMILES	NFkB transloc pot	NFkB transloc pot cell count 2 µM	Bcl-B TR3 displacers	MRP resist rev	MRP resist rev cytotoxicity	MRP resist rev with doxorubicin	PLAP inhibitors HTS	NFkB transloc inh	NFkB transloc inh cell count 2 µM
O=C(N/N=C/c1ccc(OC(=O)c2ccccc2)cc1)c1ccc(CN2CCOCC2)cc1	-6	159	-6%	.	.	.	-44%	6	159
O=C(CN1CCC(C(O)(c2ccccc2)c2ccccc2)CC1)Nc1ccccc1	0	82	-5%	.	.	.	-38%	0	82
O=[N+]([O-])c1ccccc1N/N=C\c1ccccc1Cl	.	.	0%	.	.	.	52%	.	.
COc1ccc(CNC(=O)c2cc(-c3ccc(OC)c(OC)c3)on2)cc1	19	162	-9%	-1	100	101	-18%	-19	162
COc1ccc(OC)c(C(c2nnnn2Cc2ccccc2)N2CCN(C)CC2)c1 (stereo unspecified)	20	167	7%	-6	97	103	-39%	-20	167
CCOc1ccccc1C(=O)N1c2ccccc2Sc2ccccc21	-10	189	-1%	.	.	.	-39%	10	189
Cc1ccc(Nc2nc(CSc3nnc(-c4cccs4)o3)cs2)cc1	13	110	-12%	.	.	.	29%	-13	110
Cc1cc(-c2ccccc2)c(C#N)c(N)n1	13	67	-6%	0	82	83	4%	-13	67
Cn1c(=O)c2c(SCC(=O)NCc3ccco3)nc(CC(C)(C)C)nc2n(C)c1=O	9	163	98%	-24	44	68	-39%	-9	163
Cc1cc2c(cc1C)NC(c1c(C)n(C)n(-c3ccccc3)c1=O)C1=C(CC(C)(C)CC1=O)N2 (stereo unspecified)	5	72	.	-24	53	77	-35%	-5	72
N#Cc1cccc2cnccc12	.	.	1%	-2	99	101	11%	.	.
O=C(CCCn1c(=O)[nH]c2ccsc2c1=O)N1CCN(c2ccccn2)CC1	-5	163	2%	6	90	84	-8%	5	163
CCOc1ccccc1NC(=O)CCn1c(=O)oc2ccccc21	-6	204	-6%	-13	89	102	20%	6	204
Cn1c2ccccc2c2ncn(CCN3CCOCC3)c(=O)c21	11	106	-2%	11	89	78	0%	-11	106
O=C(NCc1n[nH]c(=S)n1-c1ccccc1)c1ccc(S(=O)(=O)N2CCOCC2)cc1	17	167	9%	.	.	.	-4%	-17	167
Cc1cc(C(=O)N2CCN(C/C=C/c3ccccc3)CC2)no1	-6	91	1%	1	90	89	-41%	6	91
Cc1nnc2c3ccccc3c(-c3ccc(O)cc3)nn12	17	131	23%	10	91	81	16%	-17	131
C/C(=C\C(=O)O)C(=O)Nc1nccs1	8	165	0%	.	.	.	5%	-8	165
Cc1cc(C)n(-c2ncnc3sc4c(c23)CC(C)CC4)n1 (stereo unspecified)	-1	112	-6%	4	98	94	-39%	1	112
Cc1sc(-n2c(C)cc(C=O)c2C)c(C(=O)O)c1C	-5	157	35%	4	92	88	-45%	5	157
O=S(=O)(c1ccc2nc(Cc3cccc(C(F)(F)F)c3)[nH]c2c1)N1CCOCC1	10	58	-5%	-1	75	76	4%	-10	58
COc1ccc(NC(=O)COC(=O)c2c3c(nc4ccccc24)CCCC3)cc1	.	.	-10%	-8	65	73	19%	.	.
Cc1nnc(C)n1/N=C/c1cc(Br)cc(Br)c1O	.	.	24%	12	107	96	0%	.	.
CCOC(=O)C1C(=O)C=C(C)C(C(=O)OCC)C1c1ccc(OC)cc1 (stereo unspecified)	0	195	4%	-11	54	65	-20%	0	195
COc1ccc(OC)c2sc(NC(=O)C(C)C)nc12	?	.	-4%	.	.	.	-39%	-41	61
NC(=O)CSCc1nc2ccccc2s1	8	157	0%	1	94	93	-13%	-8	157
Clc1ccccc1CSc1ncn(-c2ccccc2)n1	1	168	.	11	87	76	.	-1	168
N#Cc1c(NC(=O)CSc2nc(-c3ccco3)cc(C(F)(F)F)n2)sc2c1CCCC2	5	114	0%	7	64	56	20%	-5	114

Screening results deposited in PubChem BioAssay by several laboratories.

These rows are one share of the data; rates above refer to the full screens.
